Rab2A wt mod: modulators of GTP binding to Rab2A wildtype, primary screen, biochemical, dog, bead-based flow cytometry, multiplex; Ras-related protein Rab-2A (Canis lupus familiaris), P61105; GST-Rab2 wt beads, Bodipy-GTP binding; GTP binding activity, % at 10 µM; actives 0.19% (n = 190,000);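 active = GTP binding activity at least 20 points away from 100%, either lowered or raised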;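 also: 0% = beads with excess unlabeled GTP and 100% = no-compound control corrected for plate trend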
Mcl1 Bid PPI: Mcl-1/Bid binding inhibitors, primary screen, biochemical, TR-FRET, 1536-well | TR-FRET Mcl-1/Bid-Dy647 peptide binding | inhibition, % at 21.7 µM | actives 0.97% (n = 220,000) | AID 1021, 2008;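 active = compounds that cut the binding signal by more than half at the single screening dose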;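 also: His-tagged Mcl-1 with europium anti-His antibody binding Bid BH3 peptide; 0% = Mcl-1 plus peptide wells and 100% = peptide-only wells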
Target sequence (Q07820 whole entry, looked up): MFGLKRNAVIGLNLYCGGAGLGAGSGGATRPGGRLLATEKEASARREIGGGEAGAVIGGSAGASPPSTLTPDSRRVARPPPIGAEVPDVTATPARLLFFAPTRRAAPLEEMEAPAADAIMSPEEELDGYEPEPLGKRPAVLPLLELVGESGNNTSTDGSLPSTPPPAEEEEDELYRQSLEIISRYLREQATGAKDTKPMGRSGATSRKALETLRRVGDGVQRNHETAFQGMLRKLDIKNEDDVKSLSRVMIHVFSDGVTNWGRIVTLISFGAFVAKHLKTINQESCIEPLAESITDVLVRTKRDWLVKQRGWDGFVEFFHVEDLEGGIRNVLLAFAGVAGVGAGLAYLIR
Rab7 wt modul: modulators of GTP binding to Rab7, primary screen, biochemical, wildtype, multiplex bead flow cytometry; Rab7 GTPase wild type (dog), Bodipy-FL-GTP binding; GST-Rab7 beads, fluorescent GTP binding; actives lie on both sides; untreated = 100%, excess cold GTP = 0%; actives 0.055% (n = 190,000); GTP binding activity (percent of control), % at 10 µM; AID 758, 2007;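 active = fluorescent GTP binding to Rab7 beads changed by at least 20 points from the 100% baseline, either direction, mostly lower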;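 also: median green fluorescence of bound Bodipy-FL-GTP per Rab7 bead population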
Rac1 wt modul: wildtype Rac1 GTP binding modulators, primary screen, biochemical, GST-Rac1 beads, flow cytometry, multiplex | GTP binding activity (% of control), % at 10 µM | fluorescent GTP binding; actives lie on both sides; 0 = cold GTP competed, 100 = untreated | actives 0.27% (n = 190,000);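 active = GTP binding activity at least 20 points away from the 100% control level, either lower or higher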
Rac1 act GTP bind: GTP binding modulators of activated mutant Rac1, primary screen, biochemical, bead-based flow cytometry, multiplex, fluorescent GTP; Ras-related C3 botulinum toxin substrate 1 (Homo sapiens), P63000; GST-Rac1 activated beads; actives lie on both sides; 100% means binding = to untreated wells; percent activity (GTP binding), % at 10 µM; actives 0.11% (n = 190,000); AID 764, 2007;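 active = GTP binding at least 20 percentage points away from the 100% baseline, in either direction, so actives lie on both sides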
Mcl1 Noxa PPI: Mcl-1/Noxa binding inhibitors, primary screen, biochemical, TR-FRET, 1536-well; TR-FRET Mcl-1/Noxa peptide binding, 2 h; inhibition, % at 21.7 µM; actives 1.5% (n = 220,000); AID 1022, 2008;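 active = compounds that cut the protein-peptide binding signal by more than 50% relative to plate controls in a single-dose test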;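 also: His-tagged Mcl-1 with rhodamine Noxa BH3 peptide and terbium anti-His antibody; 0% = Mcl-1 plus Noxa peptide wells and 100% = peptide-only wells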
HRas wt GTP bind: modulators of GTP binding to HRas wildtype, primary screen, biochemical, bead-based flow cytometry, multiplex; GST-Ras wt beads, Bodipy-FL-GTP binding; actives lie on both sides; actives 0.14% (n = 190,000); AID 759, 2007; GTPase HRas (Homo sapiens), P01112; GTP binding activity, % at 10 µM;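 active = GTP binding activity at least 20% away from the 100% baseline, either lowered as inhibitor or raised as activator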;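 also: 0% = unlabeled GTP competition control and 100% = no-compound control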
Target sequence (P01112 whole entry, looked up): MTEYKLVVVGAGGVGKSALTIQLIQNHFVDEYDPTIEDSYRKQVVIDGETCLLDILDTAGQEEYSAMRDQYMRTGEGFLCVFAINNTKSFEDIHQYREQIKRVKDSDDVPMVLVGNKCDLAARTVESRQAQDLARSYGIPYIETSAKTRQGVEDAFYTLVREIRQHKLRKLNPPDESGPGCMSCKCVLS
Cdc42 wt GTP: modulators of GTP binding to wildtype Cdc42, primary screen, biochemical, multiplex bead flow cytometry, Bodipy-GTP; AID 761, 2007; GST-Cdc42 beads; actives lie on both sides; Cell division control protein 42 homolog (Homo sapiens), P60953; actives 0.2% (n = 190,000); percent activity (GTP binding), % at 10 µM;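 active = percent activity GTP binding at least 20 points away from the 100% baseline, either down as inhibitor or up as activator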;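 also: median bead fluorescence of bound Bodipy-FL-GTP at 100 nM; 0% = excess unlabeled GTP control and 100% = no compound control; below 100% means less GTP binding so inhibitor and above means activator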
Target sequence (P60953 whole entry, looked up): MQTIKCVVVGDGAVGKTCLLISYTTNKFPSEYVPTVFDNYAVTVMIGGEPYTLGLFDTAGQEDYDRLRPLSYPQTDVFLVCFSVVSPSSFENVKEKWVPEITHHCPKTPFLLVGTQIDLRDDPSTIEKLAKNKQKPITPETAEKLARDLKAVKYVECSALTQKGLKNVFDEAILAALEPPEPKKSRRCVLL
Pf gamet viab: late stage P. falciparum gametocyte viability inhibitors, primary screen, ATP luminescence, HTS. AID 743093, 2013. P. falciparum stage V gametocytes, 24 h. actives 0.065% (n = 150,000). inhibition, % at 10.9 µM;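 active = inhibition above the mean plus 3 SD of compounds within the control limits, set per campaign, cut at about 38% in these data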;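 also: 0% = DMSO wells and 100% = medium only without gametocytes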
Bim-Mcl-1: inhibitors of Bim peptide binding to Mcl-1, primary screen, biochemical, bead-based flow cytometry, multiplex. Bim peptide-Mcl-1 binding. inhibition, % at 10 µM. actives 0.1% (n = 190,000); in the data active = inhibition above about 40%;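 also: 0% = no compound tracer wells and 100% = peptide blocker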
Avidin bead fluor: green autofluorescence of compounds with avidin beads – biophysical, 488/530 nm, flow cytometry, artefact control, profiling panel; compound fluorescence 488/530 nm; stronger effect = higher value; actives 0.38% (n = 220,000); fluorescence (KMESF) at 10 µM; in the data active = fluorescence above about 47; also: inactives centre near 10
* = called active by the depositor; / = no result given. Outcome played no part in choosing rows. Share with any hit: about 2.7%.

SMILES	Rab2A wt mod	Mcl1 Bid PPI	Rab7 wt modul	Rac1 wt modul	Rac1 act GTP bind	Mcl1 Noxa PPI	HRas wt GTP bind	Cdc42 wt GTP	Pf gamet viab	Bim-Mcl-1	Avidin bead fluor
CCC(CC)C(=O)Nc1cccc(SC)c1	94	-10	97	92	92	-3	93	95	5	18	5
CCOC(=O)N1CCC(NC(=O)c2ccc(N3CCC4(CC3)OCCO4)c([N+](=O)[O-])c2)CC1	95	-14	97	103	97	17	99	100	/	-3	14
CC(=O)Nc1ccc(S(=O)(=O)NNC(=O)c2cccc3ccccc23)cc1	100	-22	99	108	102	-13	102	104	-27	0	6
CC(Sc1ccsc1[N+](=O)[O-])C(=O)NCc1ccco1 (centres undefined)	95	-42	92	96	92	34	92	95	-9	2	13
CCOCCCNC(=O)C(c1ccccc1)N(Cc1cccs1)C(=O)c1ccccc1O (centres undefined)	101	-26	104	98	95	1	99	93	8	-1	6
CC(C)(C)C(=O)Nc1cccc(C(=O)c2cccc(NC(=O)C(C)(C)C)c2)c1	101	1	101	103	99	4	100	102	9	-2	12
Cc1cc(C)cc(N2C(=O)CC(N3CCOCC3)C2=O)c1 (centres undefined)	98	-23	99	98	97	11	97	99	9	0	7
Cc1cc(N2CCOCC2)ccc1/C=C1\NC(=O)N(Cc2ccccc2)C1=O	100	-37	101	98	98	8	98	99	/	-1	9
Cc1c(O)c(=O)ccn1Cc1ccccc1	102	-19	102	102	97	-23	100	104	/	-1	10
CCOC(=O)c1c(NC(=O)CN2CCOCC2)sc2c1CCCC2	95	-7	96	98	93	2	94	96	/	-5	6
CCN(CC)CCCNC(=O)c1ccccc1C	98	-49	103	104	100	-19	100	101	/	-4	10
C/C(=C\c1ccccc1)C1NC(=O)c2c(sc3c2CCCC3)N1 (centres undefined)	98	0	95	97	96	20	98	96	/	-3	6
CCOC(=O)Cc1csc(NC(=O)CSc2nnc(-c3ccncc3)o2)n1	99	-15	106	100	96	-1	102	98	16	4	11
CCOC(=O)c1sc(NC(=O)c2ccco2)nc1C	101	-5	100	101	99	21	100	100	-9	-1	21
COc1ccc(COCC(O)CN(Cc2ccco2)Cc2ccccc2O)cc1 (centres undefined)	95	-34	99	102	96	40	96	100	/	-2	16
Cc1cc2c(OCC(O)CN3CCCCC3)cccc2[nH]1 (centres undefined)	101	-30	103	99	97	0	100	98	4	-7	9
O=C(NCCN1CCOCC1)c1ccc(N2CCCC2)c([N+](=O)[O-])c1	99	-18	96	97	92	25	96	95	-22	0	8
O=C(Oc1ccc2cccc(OC(=O)N3CCOCC3)c2c1)N1CCOCC1	98	9	103	101	97	-9	101	99	3	0	9
Cc1ccc(C)c(C2=CSC3=NCCN23)c1	106	-28	105	105	103	1	107	107	/	2	10
O=C(NC1CCCC1)C(c1cc2c(cc1[N+](=O)[O-])OCO2)N1CCCC1 (centres undefined)	92	-26	96	97	96	11	95	94	-2	0	11
CCc1nnc(NC(=O)OCc2ccccc2)s1	104	-12	104	104	103	-7	103	103	/	0	10
CC1(C)NC(=O)N(CCOCCOc2ccccc2)C1=O	102	-22	102	102	98	4	103	103	/	-4	15
Cc1cccc(-n2nnnc2SCC(=O)c2cc(C)n(Cc3ccco3)c2C)c1	94	20	94	94	92	-10	94	95	9	5	2
COc1ccc(C)cc1NC(=O)CN(Cc1nnc(-c2ccc(Cl)cc2)o1)C1CCCC1	101	-20	103	107	101	-8	101	105	-11	-1	10

3 compounds already listed, sorted by molecular weight, ascending.
SMILES	Rab2A wt mod	Mcl1 Bid PPI	Rab7 wt modul	Rac1 wt modul	Rac1 act GTP bind	Mcl1 Noxa PPI	HRas wt GTP bind	Cdc42 wt GTP	Pf gamet viab	Bim-Mcl-1	Avidin bead fluor
CCOC(=O)c1sc(NC(=O)c2ccco2)nc1C	101	-5	100	101	99	21	100	100	-9	-1	21
Cc1cc2c(OCC(O)CN3CCCCC3)cccc2[nH]1 (centres undefined)	101	-30	103	99	97	0	100	98	4	-7	9
CC(C)(C)C(=O)Nc1cccc(C(=O)c2cccc(NC(=O)C(C)(C)C)c2)c1	101	1	101	103	99	4	100	102	9	-2	12

Next compounds:
SMILES	Rab2A wt mod	Mcl1 Bid PPI	Rab7 wt modul	Rac1 wt modul	Rac1 act GTP bind	Mcl1 Noxa PPI	HRas wt GTP bind	Cdc42 wt GTP	Pf gamet viab	Bim-Mcl-1	Avidin bead fluor
COc1ccc(-c2ccccc2)cc1NCc1ccccc1C	99	12	96	103	98	42	100	100	/	-4	12
CCCC(=O)c1ccc(N2CCCCC2)c(F)c1	99	-22	97	106	95	10	98	100	/	2	10
Cc1ccc(NC(=O)CSc2nc3[nH]ncc3c(=O)[nH]2)cc1	93	-5	102	97	94	-9	94	93	/	-2	6
Cc1nn(CCOc2ccccc2)c(=O)n1-c1cccc(F)c1	100	-22	100	106	100	-2	102	101	-29	-3	9
Cc1c(OCc2nn[nH]n2)ccc2c3c(c(=O)oc12)CCCC3	98	9	99	99	96	9	97	97	17	0	31
CN(C)C(=O)NC(Nc1cccc([N+](=O)[O-])c1)C(Cl)(Cl)Cl (centres undefined)	101	-4	104	103	97	-2	100	99	-13	0	11
O=C(c1ccc(Cl)c(S(=O)(=O)NCc2ccco2)c1)N1CCN(c2ccccc2F)CC1	101	-5	102	106	97	20	102	102	/	-1	30
O=C(COC(=O)c1cccc(Br)c1)NCCC1=CCCCC1	93	-6	100	95	91	-11	93	92	-6	2	9
Cc1ccccc1-n1ncc(C(C)NC(=O)c2ccccc2)c1C (centres undefined)	98	-23	100	102	96	18	100	98	-82	1	10
COC(=O)COc1ccc(-n2cnnn2)cc1	95	-24	90	100	98	-4	94	99	-8	0	7
O=C(CN1CCN(Cc2ccc(F)cc2Cl)C1=O)NCc1cccs1	101	-16	103	99	95	10	99	99	-24	0	9
Cc1[nH]c2ccc(F)cc2c1CCN(Cc1ccncc1)C(=S)Nc1ccccc1	97	-46	104	96	96	-14	99	96	11	-1	26
Cc1ccc(N=C2NC(=O)S/C2=C\c2ccco2)cc1	100	48	98	102	99	83*	100	100	2	0	6
O=C(COC(=O)CCc1c[nH]c(=O)[nH]1)Nc1cccc(Cl)c1	105	-30	98	103	100	-6	104	104	/	-5	10
CCC(C)(C(=O)NC1CCCC1)N(Cc1ccco1)C(=O)c1ccccn1 (centres undefined)	94	-7	91	99	97	2	98	100	9	1	9
Cc1onc(-c2ccccc2Cl)c1C(=O)Nc1cccc2cccnc12	95	-19	93	99	95	16	99	98	/	0	19
CCOc1cc(C(N)=O)cc(Cl)c1OCC	96	-14	94	94	92	11	94	97	/	0	9
CS(=O)(=O)c1ccccc1-c1nc(-c2cccc(Cl)c2)no1	99	1	96	100	97	4	98	101	/	1	9
COc1ccc(CN2CCOCC2)cc1	103	27	104	109	103	41	104	107	/	3	11
CC(=O)Nc1nc(-c2ccccc2)ns1	101	6	98	106	98	-4	101	101	-19	6	7
CC1Cc2nc(SCC(=O)Nc3ccc4c(c3)OCO4)n(CCc3ccccc3)c(=O)c2S1 (centres undefined)	98	-18	99	102	97	4	100	98	/	0	6
O=C(c1ccccc1Oc1nnnn1-c1ccccc1)N1CCOCC1	96	-23	93	94	95	-23	97	95	-17	0	16
COc1cc2c(cc1NC(=O)CSc1nccn1C)oc1ccccc12	99	-3	96	105	98	57*	101	104	-10	0	2
O=C(COC(=O)C1CCN(S(=O)(=O)c2cccs2)CC1)c1cc2ccccc2o1	96	-30	97	98	94	26	99	98	-11	-5	22
Cc1ccccc1C(=O)NNC(=O)Nc1ccccc1	97	-12	94	100	95	-1	97	93	9	0	11
Cc1cc(-c2nn(-c3ccccc3F)cc2CN2CCN(c3ccncc3)CC2)c(C)s1	99	1	107	95	95	0	99	96	/	-2	2
Cc1ccc(S(=O)(=O)NCCc2ccccc2)cc1	101	-14	99	107	98	8	102	103	/	-5	9
Cc1cc(C)c2[nH]c(=O)c(CN(CC3CCCO3)C(=S)NCc3ccco3)cc2c1 (centres undefined)	100	-33	103	104	100	5	101	99	18	-3	11
CC(=O)Nc1nonc1NC(=O)CSc1ccccn1	98	-15	98	105	101	5	98	103	5	-6	19
CCN(CC)C(=O)CSc1nnc(-c2cccc(OC)c2)o1	99	-1	99	100	97	19	100	102	-3	1	5
COC(=O)C1=NN(N=O)C2(CC(=O)N(c3cc(C)cc(C)c3)C2=O)C1 (centres undefined)	101	1	97	103	100	7	102	104	-13	0	32
COc1ccc(-c2nc3ncccn3c2Nc2ccc3c(c2)OCCO3)cc1	98	-26	95	99	97	4	98	100	/	1	25
O=[N+]([O-])c1cc(-c2nnc(-c3ccccc3)o2)ccc1Oc1ccc(Cl)cc1	101	-22	104	102	97	-7	101	103	6	-3	6
Cc1ccc(S(=O)(=O)/N=C2\CN(C)C(=O)N2C)cc1	99	6	102	104	98	3	98	101	-7	0	7
O=C(NCCOc1ccccc1)C(=O)NCC1CCCO1 (centres undefined)	93	-6	96	96	91	10	91	91	/	5	24
CCOC(=O)c1cc(CC)sc1NC(=O)CC1SC(N)=NC1=O (centres undefined)	94	5	91	97	94	8	96	100	/	-2	9
Cc1ccc(NC(=O)CCC(=O)OCc2ccc(Br)cc2)cc1	93	-7	96	92	95	15	95	93	/	-3	3
COc1ccc(-c2[nH]ncc2CNCc2cc(C)n(C)n2)c(F)c1	97	-11	103	95	96	42	96	91	-27	-6	12
CC(c1ccccc1)n1cc(C(=O)NCc2cccnc2)nn1 (centres undefined)	92	-10	94	93	94	11	93	95	/	-2	6
O=C(c1cc2nc(-c3ccco3)cc(C(F)(F)F)n2n1)N1CCN(c2ccccc2)CC1	100	-33	98	98	100	22	101	101	9	-1	13
Cc1cc(C)cc(N2C(=O)C3C4C=CC(C4)C3C2=O)c1 (centres undefined)	102	-27	103	101	99	8	102	102	/	0	8
Clc1ccc(OCCCCN2CCc3ccccc3C2)cc1	93	-8	101	93	93	11	95	93	-11	-2	8
CCOc1cc2c3c(c1)C(C)=CC(C)(C)N3C(=O)C2=O	95	-62	101	93	93	8	96	91	4	0	12

Screening results from PubChem.
